# L3MBTL1 inh – L3MBTL1 (human) inhibition; 0.66% of 230,000 active; AlphaScreen L3MBTL1–H3K9me1 peptide binding; AID 485360; Potency, µM (series often up to 57.1 µM), for inactives: top-dose activity, negative = inhibition, actives largely listed as inhibitors; active = well fitted inhibition curve with a large enough effect; inconclusive = small, poorly fitted or top-dose-only effect; inactive = no such curve, though single readings can be large or run the other way; also: nearly all actives have a fitted effect of over 60% in size
# Target sequence (Q9Y468 whole entry, looked up): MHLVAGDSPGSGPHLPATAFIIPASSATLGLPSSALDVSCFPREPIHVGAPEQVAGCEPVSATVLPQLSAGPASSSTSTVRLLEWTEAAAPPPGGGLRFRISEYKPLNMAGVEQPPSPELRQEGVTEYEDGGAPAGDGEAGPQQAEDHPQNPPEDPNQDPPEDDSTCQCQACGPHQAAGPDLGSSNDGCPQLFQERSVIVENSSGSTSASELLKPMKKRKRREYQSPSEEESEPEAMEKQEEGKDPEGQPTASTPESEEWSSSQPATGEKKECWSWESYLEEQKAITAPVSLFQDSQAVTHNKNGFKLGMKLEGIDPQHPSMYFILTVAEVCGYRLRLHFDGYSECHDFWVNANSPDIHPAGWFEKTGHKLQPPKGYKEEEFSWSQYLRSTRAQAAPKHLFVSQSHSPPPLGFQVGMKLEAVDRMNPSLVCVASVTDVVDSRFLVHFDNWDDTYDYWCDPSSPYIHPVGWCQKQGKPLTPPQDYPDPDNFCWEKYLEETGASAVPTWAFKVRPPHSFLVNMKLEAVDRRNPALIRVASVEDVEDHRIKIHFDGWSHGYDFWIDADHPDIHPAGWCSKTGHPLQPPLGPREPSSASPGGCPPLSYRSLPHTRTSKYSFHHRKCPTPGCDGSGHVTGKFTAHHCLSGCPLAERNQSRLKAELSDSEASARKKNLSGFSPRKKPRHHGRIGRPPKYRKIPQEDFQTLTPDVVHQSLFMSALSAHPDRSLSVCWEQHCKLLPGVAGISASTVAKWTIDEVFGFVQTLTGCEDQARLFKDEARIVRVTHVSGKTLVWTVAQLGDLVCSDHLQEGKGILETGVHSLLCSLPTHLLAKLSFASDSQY
#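 Read-out is AlphaScreen signal from streptavidin donor and nickel chelate acceptor beads (10 ug/mL final each) bridging L3MBTL1 (50 nM) and biotinylated K9-monomethylated H3(1-15) peptide (75 nM), after 30 min compound exposure at room temperature.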
# * hit, by the source's call; u = inconclusive; [ ] = remark or other dose. % is scaled to controls: 0 for no effect and ±100 for the full control effect; potency is read from the fitted curve at half-maximal effect. Only part of the results is shown, so the mix of outcomes need not match the whole.
L3MBTL1 inh	SMILES
1%	COc1ccc(CCN2CC(C(=O)Nc3nnc(Cc4ccccc4)s3)CC2=O)cc1OC (stereo not drawn)
-2%	CC(=O)N(C)Cc1ccc(C(=O)CSc2nnc(C3CC3)n2C2CC2)cc1
-6%	CCN(c1ccccc1)S(=O)(=O)c1cccc(C(=O)NCCOc2ccccc2OC)c1
-1%	CC(=O)c1cccc(OCC(=O)Nc2cccc(C(=O)Nc3c(C)n(C)n(-c4ccccc4)c3=O)c2)c1
-1%	CCN(CC)c1ccc(S(=O)(=O)N2CCOCC2)cc1NC(=O)COC(=O)c1cccnc1SC
20µM*	Cc1ccc(C(=O)OCC(=O)c2ccc(CC(=O)N3CCOCC3)s2)c(C)c1
3%	COc1ccc([C@H]2CC(=O)C=C(c3cc(Br)ccc3OC)C2)cc1
-2%	Cc1c(C)n2c(SCC(=O)NCc3ccc4c(c3)OCO4)nnc2[nH]c1=O
-3%	CN1C2CCC1CC(NC(=O)c1cc(S(=O)(=O)N(C)C)c(Cl)cc1Cl)C2 (stereo not drawn)
8%	Cc1ccc(C)c(S(=O)(=O)N2CCN(C(=O)CN3C(=O)NC(C)(C)C3=O)CC2)c1
7%	CC(=O)N1CCN(C(=O)c2c(-c3ccccc3)noc2C)CC1
-1%	COc1ccc(OC)c(NC(=O)c2cccc(NC(=O)c3ccccc3)c2)c1
6%[2.29 µM]	O=C(CNS(=O)(=O)c1ccc(F)c(Cl)c1)N1CCCC1
-9%	CCN(CC)c1ccc(-c2sc(Nc3ccccc3)n[n+]2-c2ccc(F)cc2)cc1
37%[activator]	CCOC(=O)C1(CCOc2ccccc2)CCN(Cc2cccc(OC)c2OC)CC1
2%	Cc1cc(NC(=O)COC(=O)c2ccc([N+](=O)[O-])cc2Cl)no1
5%	Cc1cccn2c(=O)nc(SCC(=O)Nc3ccc4c(c3)OCO4)nc12
3%	CCCc1cc(=O)[nH]c(SCC(=O)c2c(N)n(C3CC3)c(=O)[nH]c2=O)n1
18%	COCc1cc(C)n(CC(=O)Nc2ccc(N3CCOCC3)cc2)c(=O)c1C#N
9%	Cc1ccc(NC(=O)C2CCN(C(=O)N3CCOc4ccccc43)CC2)cc1
-4%	CNC[C@H]1Oc2ccc(NC(=O)Cc3cn(C)c4ccccc34)cc2CC(=O)N([C@@H](C)CO)C[C@H]1C
0%	CN(CC(=O)Nc1cccc(F)c1)C(=O)CCSc1ccc(F)cc1
-8%	CCN(CC(=O)Nc1c(F)cccc1F)C(=O)Cc1csc(-c2ccccc2)n1
0%	COc1ccc2c(c1)OC[C@H]1[C@H]2N2C(=O)c3cc(Cl)ccc3NC(=O)[C@@]2(C)[C@H]1c1ccccc1
-6%	CNS(=O)(=O)c1cccc(C(=O)OCC(=O)NC2CCCC(C)C2C)c1 (stereo not drawn)

# (continued)
L3MBTL1 inh	SMILES
4%	Cc1cc(=O)[nH]c2nnc(SCC(=O)N3CC(C)OC(C)C3)n12 (stereo not drawn)
5%	COc1cc(/C=C/C(=O)OCC(=O)N2CCCc3ccccc32)ccc1OCC#N
-2%	Cc1sc2ncnc(N3CCC(C(=O)Nc4ccc(C#N)cc4)CC3)c2c1C
4%	CCCCn1c(N)c(N(CCOC)C(=O)c2cc(=O)[nH]c3ccccc23)c(=O)[nH]c1=O
2%	COc1ccc(N2CCN(S(=O)(=O)c3c[nH]c(=O)[nH]c3=O)CC2)cc1
-23%	O=C(Nc1ccccc1N1CCCCC1)c1ccc([N+](=O)[O-])o1
0%	O=C(OCc1cc(=O)n2ccsc2n1)c1ccc(OC(F)F)cc1
14%	O=C(CNC(=O)c1ccccc1)c1ccccc1
5%	Cc1ccc(S(=O)(=O)N2CCCCC2)cc1NS(=O)(=O)c1ccc(Cl)c(C(=O)O)c1
-5%	CCC(C(=O)Nc1ccc(C(=O)O)cc1NC(=O)C(CC)c1ccccc1)c1ccccc1 (stereo not drawn)
u	C=CCN(c1ccccc1)S(=O)(=O)c1cc2c(cc1C)N(C)CCO2
1%	CC(=O)Nc1c(F)c(F)c(F)c(F)c1F
-1%	O=S(=O)(Nc1cccc(S(=O)(=O)N2CCCC2)c1)c1ccc(Cl)cc1
1%	Cc1ccccc1-n1nnnc1SCC(=O)NNC(=O)c1ccc(NC(=O)CC#N)cc1
3%	CN1CCCN(C(=O)CNC(=O)c2ccccc2F)CC1
8%	CC(C)(NC(=O)NC(CO)c1ccccc1)c1cccc(C(C)(C)NC(=O)NC(CO)c2ccccc2)c1 (stereo not drawn)
-3%	CCc1cc(C(=O)N(CC)CC(=O)Nc2ccc(OC)cc2)sc1C
3%	COc1ccc(CNC(=O)C(=O)NCC2CCCN2S(=O)(=O)c2ccccc2)cc1 (stereo not drawn)
-1%	CC(C)Oc1ccc(S(=O)(=O)N2CCOCC2)cc1NC(=O)C1CCCC1
7%	O=C(OCc1c(-c2ccccc2)ncc2ccccc12)c1cccc(Br)c1
-5%	COCCn1c(C)cc(C(=O)COC(=O)c2ccc(Cl)c(S(N)(=O)=O)c2)c1C
4%	CC(Sc1ncccn1)C(=O)N1CCc2ccccc21 (stereo not drawn)
-29%	CCOc1ccc(Nc2ccc(S(=O)(=O)N3CCN(C)CC3)cc2[N+](=O)[O-])cc1OCC
1%	COc1cc(OC)c(NC(=O)N2CCOCC2)cc1Cl
0%	O=C(CSc1ccccc1)NCC1(N2CCCCC2)CCCCC1

# (list continues)
L3MBTL1 inh	SMILES
5%	CCOc1ccc(OCCC(=O)OCC(=O)Nc2ccc(Cl)cn2)cc1
7%	CC(OC(=O)C1CCCCC1)C(=O)Nc1ccc(S(N)(=O)=O)cc1 (stereo not drawn)
6%	COc1ccc(C(=O)NCCS(=O)(=O)N2CCOCC2)cc1
7%	COc1cc(F)c(C2=CC(=O)CC(C)(C)C2)cc1F
7%	COc1ccc(-c2cccc(CCC(=O)N3CCN(c4cc(C)ccc4C)CC3)c2)cc1
3%	O=S1(=O)CCOCCCN1Cc1cccc(C(F)(F)F)c1
2%	C=CCOc1ccc(/C=C/C(=O)OCC(=O)N2CCC(c3ccccc3)=N2)cc1
6%	CN(C(=O)COC(=O)C1CCN(S(=O)(=O)c2ccc3c(c2)OCCO3)CC1)C1CCS(=O)(=O)C1 (stereo not drawn)
-7%	COc1ccc(S(=O)(=O)NCCCn2ccnc2)cc1C(C)(C)C
-1%	COc1ccc(C)cc1S(=O)(=O)NCC(c1ccc2c(c1)OCO2)N1CCOCC1 (stereo not drawn)
-1%	CCC(=O)Nc1c(-c2ccc(C)cc2)nc2ccc(C)cn12
7%	CC(C)CCNC(=O)C1CCN(Cc2cccc(OCc3ccccc3)c2)CC1
3%	CN(CC(=O)Nc1ccccc1C(F)(F)F)C(=O)C1CCN(C(=O)c2ccc(Cl)cc2)CC1
-1%	CC(=O)N[C@H](C(=O)N[C@@H](C)C(=O)N[C@H](C#N)CC(=O)O)C(C)C
4%[2.29 µM]	COc1ccc(CNc2ncc(-c3ccccc3)n2C)cc1
2%	COc1cc2c(-c3ccc4[nH]ccc4c3)c(-c3ccc(C#N)cc3)oc(=O)c2cc1OC
4%	CC1(NC(=O)CSc2nnc(-c3ccco3)n2Cc2ccccc2)CCS(=O)(=O)C1 (stereo not drawn)
0%	N#Cc1ccc(OCC(=O)Nc2ccc(S(=O)(=O)N3CCOCC3)cc2)cc1
6%	CCOC(=O)C1=CNS(=O)(=O)NC1c1ccc(OC(C)=O)cc1 (stereo not drawn)
61%[activator]	O=C(COC(=O)C1CCN(c2ccc(C(F)(F)F)cn2)CC1)Nc1cccc(F)c1
-2%[2.29 µM]	CCN(CC)CCCN(C(=O)c1cccc(C)c1)c1nc(-c2ccc(OC)cc2)cs1
0%	COc1ccccc1N(CC(=O)Nc1ccc(Br)cc1F)S(=O)(=O)c1cccs1
-5%	COc1ccc(NC(=S)NCc2ccccc2)c(OC)c1
0%	CSc1ccccc1NC(=O)C(C)N1C(=O)c2ccccc2S1(=O)=O (stereo not drawn)
6%	CCOc1ccc(N(CC(=O)Nc2ccc(C)cc2C)S(C)(=O)=O)cc1

# The last 6 compounds of the part above lead into the next.
L3MBTL1 inh	SMILES
61%[activator]	O=C(COC(=O)C1CCN(c2ccc(C(F)(F)F)cn2)CC1)Nc1cccc(F)c1
-2%[2.29 µM]	CCN(CC)CCCN(C(=O)c1cccc(C)c1)c1nc(-c2ccc(OC)cc2)cs1
0%	COc1ccccc1N(CC(=O)Nc1ccc(Br)cc1F)S(=O)(=O)c1cccs1
-5%	COc1ccc(NC(=S)NCc2ccccc2)c(OC)c1
0%	CSc1ccccc1NC(=O)C(C)N1C(=O)c2ccccc2S1(=O)=O (stereo not drawn)
6%	CCOc1ccc(N(CC(=O)Nc2ccc(C)cc2C)S(C)(=O)=O)cc1
7%	Cc1cc(CNC(=O)COC(=O)C2CC3CCCC(C2)C3=O)cc(C)c1O (stereo not drawn)
8%	O=C(O)c1ccccc1C(=O)OCCCc1ccncc1
0%	Cc1ccc(NC(=O)C2C3CCC(O3)C2C(=O)O)cc1C (stereo not drawn)
4%[2.29 µM]	COc1ccc(NC(=O)CN2CCCC2)cc1
11%	CCOc1ccc(Oc2ccc(Cl)cc2NC(=O)C2=COCCO2)cc1
-1%	O=[N+]([O-])c1ccc(S(=O)(=O)Nc2ccc(-c3ccc(N4CCCC4)nn3)cc2)cc1
-3%	Cc1ccc(S(=O)(=O)N2CCOCC2)cc1NC(=O)C(c1ccc(Cl)cc1)C(C)C (stereo not drawn)
-3%	CC(=O)N1CCN(C(=O)c2cccc(S(=O)(=O)N3c4ccccc4CC3C)c2)CC1 (stereo not drawn)
-3%	COC(=O)C1=C(C)N(Cc2ccccc2)C(=S)N[C@H]1c1ccccc1
1%	CCCn1c(SCC(=O)Nc2ccc3c(c2)OCO3)n[nH]c1=O
4%	O=C(COC(=O)c1ccccc1Br)NCC1CCCCC1
8%	CC(OC(=O)CN1C(=O)c2ccccc2C1=O)C(=O)c1ccccc1 (stereo not drawn)
-2%	CCN1CCN(S(=O)(=O)c2ccc(Cl)c(C(=O)Nc3nnc(C)s3)c2)CC1
-4%	N#CC1(NC(=O)COC(=O)c2nc(Cl)ccc2Cl)CCCCC1
-5%	CC(C)CN1C(=O)C(=O)N(CC(=O)c2ccc[nH]2)C1=O
-4%	CCCCOc1ccc(N=Cc2ccc[nH]2)cc1
-9%	COc1ccc(C(CNS(=O)(=O)c2ccc(NC(C)=O)c(OC)c2)N2CCCC2)cc1 (stereo not drawn)
1%	Cc1cc(Br)ccc1NC(=O)c1ccc(-n2cncn2)c([N+](=O)[O-])c1
-6%[2.29 µM]	COc1ccc(CNCc2ccccc2[N+](=O)[O-])cc1OC
4%[2.29 µM]	COc1cc(C(=O)NCCCc2ccccc2)cc(OC)c1OC
4%	Cc1cccc(NS(=O)(=O)c2cccc(C(=O)N3CCCCCC3)c2)c1
84%[activator]	COC(=O)c1c(-c2ccc(SC)cc2)sc2ccccc12
-5%	Cc1ccnc(NC(=O)CNC(=O)c2sc3ccccc3c2Cl)c1
1%	CC(C)C(=O)Nc1ccc2c(c1)Cc1cc(NC(=O)C(C)C)ccc1-2
-3%	O=C(Nc1nnc(-c2ccc(F)cc2)o1)C1CCCN1S(=O)(=O)c1cccs1 (stereo not drawn)

# Further compounds follow.
L3MBTL1 inh	SMILES
-2%	O=C(COc1ccccc1O)NC1CCCC1
u	Cc1ccc(NC(=O)CN2C(=O)S/C(=C\c3ccc(OCC(=O)O)c(Br)c3)C2=O)cc1
8%	CN(C(=O)c1cccc(NC(=O)Cc2cccc([N+](=O)[O-])c2)c1)C1CC1
17%	CCCC[C@H]1COCCS(=O)(=O)N1Cc1cccc(Cl)c1
-1%	C=CC[C@@H](CC(=O)NCCO)C(=O)N[C@@H](COC(=O)[C@@H](CC=C)CC(=O)OC(C)(C)C)Cc1c[nH]c2ccccc12
-9%	CCOC(=O)[C@H]1[C@H]2COc3ccc(Br)cc3[C@@H]2N2C(=O)c3cc(Br)ccc3NC(=O)[C@@]12C
-6%	CCC1(c2ccc(OC)cc2)NC(=O)N(CC(=O)N2CCc3ccccc32)C1=O (stereo not drawn)
11%	CC1CC(C)CN(S(=O)(=O)c2ccc3c(c2)oc(=O)n3CC(=O)N(C)Cc2ccccc2)C1 (stereo not drawn)
13%	COc1ccc(C)cc1NC(=O)CSc1nc2ccccc2nc1N1CCCC1
0%	COc1ccc(N2CCN(C(=O)COC(=O)COc3cccc(C(F)(F)F)c3)CC2)cc1
-10%	CCN(c1ccccc1)S(=O)(=O)c1cc(C(=O)OC2CCOC2=O)ccc1C (stereo not drawn)
3%	COc1ccc(OC)c(S(=O)(=O)N2CCCC2C(=O)NC(C)c2ccccc2)c1 (stereo not drawn)
-5%	COc1cccc(C(=O)NCCS(=O)(=O)NCCc2ccc(OC)c(OC)c2)c1

# 4 of the entries above in order of the L3MBTL1 inh value, low to high.
L3MBTL1 inh	SMILES
-29%	CCOc1ccc(Nc2ccc(S(=O)(=O)N3CCN(C)CC3)cc2[N+](=O)[O-])cc1OCC
-9%	COc1ccc(C(CNS(=O)(=O)c2ccc(NC(C)=O)c(OC)c2)N2CCCC2)cc1 (stereo not drawn)
-1%	CCC(=O)Nc1c(-c2ccc(C)cc2)nc2ccc(C)cn12
3%	COc1ccc([C@H]2CC(=O)C=C(c3cc(Br)ccc3OC)C2)cc1

# Four entries from above, ordered by count of non-hydrogen atoms, descending.
L3MBTL1 inh	SMILES
11%	CC1CC(C)CN(S(=O)(=O)c2ccc3c(c2)oc(=O)n3CC(=O)N(C)Cc2ccccc2)C1 (stereo not drawn)
3%	COc1ccc(OC)c(S(=O)(=O)N2CCCC2C(=O)NC(C)c2ccccc2)c1 (stereo not drawn)
8%	CN(C(=O)c1cccc(NC(=O)Cc2cccc([N+](=O)[O-])c2)c1)C1CC1
-2%	O=C(COc1ccccc1O)NC1CCCC1
